# Screening results deposited in PubChem by several laboratories.
# NR2E3 ag-1: activates human NR2E3 receptor | Q9Y5X4 | inhibition of corepressor binding, % at 3.98 µM | CHO-S Gal4-NCOR/VP16-NR2E3 two-hybrid, luciferase | AID 602229 | hit rate 0.35% among 360,000;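 active means inhibition above the mean of all tested compounds plus 3 SD, cut at about 70% in these data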;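 further: 0% = DMSO with NR2E3 transfected cells and 100% = cells lacking NR2E3 construct; higher means lower luciferase signal from less NR2E3 corepressor binding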
# Target sequence (Q9Y5X4 whole entry, looked up, the tested form may be a part): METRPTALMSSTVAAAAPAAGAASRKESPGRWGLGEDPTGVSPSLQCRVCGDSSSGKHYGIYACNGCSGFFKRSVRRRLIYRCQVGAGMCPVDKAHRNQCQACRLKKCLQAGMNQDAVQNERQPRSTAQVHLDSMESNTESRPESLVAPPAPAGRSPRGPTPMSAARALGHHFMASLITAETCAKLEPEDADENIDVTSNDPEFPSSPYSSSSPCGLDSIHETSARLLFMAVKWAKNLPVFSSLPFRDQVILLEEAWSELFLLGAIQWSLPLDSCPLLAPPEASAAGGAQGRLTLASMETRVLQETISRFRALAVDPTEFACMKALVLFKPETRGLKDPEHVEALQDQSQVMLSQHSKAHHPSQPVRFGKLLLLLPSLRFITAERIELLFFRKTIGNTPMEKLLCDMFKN
# hiPSC survival: increases survival of single human iPS cells. hiPSC single-cell survival, ATPlite luminescence; 100% = ROCK inhibitor wells, 0% = DMSO. survival enhancement, % at 20 µM. hit rate 0.044% among 360,000. AID 602274; in the data active means survival enhancement above about 18%;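 further: cells exposed to compounds for 16 hours before the ATP read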
# Peg3 prom inh: reduces Peg3 promoter-driven luciferase expression in HeLa; HeLa PEG-Prom luciferase reporter, luminescence, overnight; inhibition, % at 20 µM; hit rate 1.7% among 360,000;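 active means inhibition of at least 50% at 20 µM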
# HIF-2a inh: HIF-2a inhibition. 786-0 RCC cells HIF-2a reporter, luciferase luminescence, overnight. inhibition, % at 18.8 µM. hit rate 0.72% among 360,000. AID 624352;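 active means inhibition of the luminescence signal of 40% or more relative to plate controls, in a single-dose primary screen at 18.75 µM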
# aDG glyco act: increases alpha dystroglycan glycosylation. Pro5-aDG cells, alpha-DG glycosylation AlphaScreen (IIH6); 0% Pro5, 100% B10-LARGE cell signal. hit rate 0.22% among 360,000. activation, % at 10 µM;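 active means activation of at least 8% versus controls, or a plate z-score of at least 8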;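 further: Pro5 are CHO cells carrying HIG-tagged alpha-DG that lacks glycosylation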
# Vif inh: inhibitors of HIV Vif; HEK293T cells, Vif self-association by quenched fluorescence, imaging, 24 h; inhibition, % at 7.49 µM; hit rate 0.35% among 340,000; AID 602346; in the data active means inhibition above about 50%, passing the limit was not always enough; further: some results filed as inactive read as strong as hits
# Granule exo inh: blocks lytic granule exocytosis; TALL-104 LAMP-1 surface exposure, flow cytometry; cells stimulated with thapsigargin and PMA; inhibition, % at 10 µM; hit rate 0.66% among 360,000;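 active means inhibition above about 55%, limit read from the data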
# NR2E3 ag-2: agonists of human nuclear receptor NR2E3; Q9Y5X4; GST-NR2E3/biotin-RetCOR TR-FRET, 1536-well; inhibition of corepressor binding, % at 4.78 µM; hit rate 0.12% among 320,000; AID 2300;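 active means percent inhibition above the cutoff of mean plus 3 SD of all tested compounds, set per screening campaign, cut at about 20% in these data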;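 further: 0% = DMSO wells and 100% = biotin wells as full block of FRET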
#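 Material – GST-tagged NR2E3 plus biotinylated RetCOR corepressor · Quantity – NR2E3 fusion 1.35 nM · Times – 5 h incubation at 4 °C · Medium – pH 7.5 Tris-based buffer · Technique – TR-FRET, Eu(K)-anti-GST donor, streptavidin-D2 acceptor, ex 340, em 617/671 nm · Benchmarks – high control biotin, low control 0.6% DMSO · Format – 1536-well plates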
# CaV13 FRET inh: Primary screen for inhibitors of IQ motif and Ca2+-dependent inactivation inhibitor domain binding in CACNA1D, Förster resonance energy transfer in living cells, …. hit rate 0.098% among 340,000. inhibition, % at 12.3 µM. HEK cells, CFP/YFP FRET ICDI-IQ, plate reader, 10 min; percent FRET-ratio fall versus neutral wells;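 active means mean replicate inhibition of at least 30% and at least 1% of replicates passing that level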;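 further: 0% = median of the neutral control wells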
# TRPM1 prom inh: inhibitors of MITF-driven TRPM1 promoter in melanoma cells; SK-MEL-5 TRPM1 promoter luciferase, 24 h; inhibition, % at 12.5 µM; hit rate 0.83% among 330,000;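 active means mean inhibition across replicates of 60% or more, whatever share of single replicates reaches that level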; further: values of inactives mirror those of a sister screen read the other way
# PDI turbidity: inhibitors of human protein disulfide isomerase | inhibition, % at 10 µM | P07237 | AID 588391 | hit rate 0.052% among 350,000 | PDI insulin aggregation turbidity, A650, 90 min;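 active means mean inhibition across replicates of 30% or more, whatever share of single replicates reach that level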;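 further: absorbance from insulin aggregation driven by PDI reduction with DTT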
# Target sequence (P07237 whole entry, looked up): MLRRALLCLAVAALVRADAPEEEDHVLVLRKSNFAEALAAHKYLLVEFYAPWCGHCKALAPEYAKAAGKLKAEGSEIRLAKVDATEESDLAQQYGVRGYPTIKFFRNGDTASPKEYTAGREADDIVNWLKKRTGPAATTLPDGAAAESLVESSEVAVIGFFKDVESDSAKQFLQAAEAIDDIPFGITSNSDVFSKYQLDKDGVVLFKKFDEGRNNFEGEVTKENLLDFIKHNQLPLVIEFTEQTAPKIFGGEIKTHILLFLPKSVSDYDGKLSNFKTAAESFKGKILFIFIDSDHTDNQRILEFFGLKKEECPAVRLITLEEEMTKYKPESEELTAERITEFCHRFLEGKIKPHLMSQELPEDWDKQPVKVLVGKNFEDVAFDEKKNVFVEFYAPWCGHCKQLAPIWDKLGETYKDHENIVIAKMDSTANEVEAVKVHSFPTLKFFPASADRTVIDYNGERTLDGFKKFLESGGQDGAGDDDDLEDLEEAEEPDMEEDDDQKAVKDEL
# The depositor's hits bear a star; . = not tested or not shown.
molecule	hiPSC survival	HIF-2a inh	TRPM1 prom inh	Vif inh	CaV13 FRET inh	PDI turbidity	Granule exo inh	Peg3 prom inh	NR2E3 ag-2	aDG glyco act	NR2E3 ag-1
COC(=O)/C(C#N)=C/c1c(Oc2cc(C)cc(C)c2)nc2c(C)cccn2c1=O	-2.5	31	13	-2	-4	8	3	9	1	0.4	-54
Cc1ccc(-n2ncc3c(=O)[nH]c(SCC(=O)NCC4CCCO4)nc32)cc1 (stereo unspecified)	-0.4	5	-6	1	-7	-4	1	-4	.	0.1	3
CC(NC(=O)C(C)(C)C)C(c1cccs1)N1CCN(Cc2ccccc2)CC1 (stereo unspecified)	-0.2	9	2	-6	-4	-11	0	3	3	-0.1	-21
COc1ccc(CCNS(=O)(=O)CCNC(=O)c2ccc3c(c2)OCO3)cc1OC	-0.4	9	2	4	-4	-2	-9	4	0	-0.2	-11
O=C1OC(/C(=C\Nc2cc(Cl)ccc2O)[N+](=O)[O-])c2ccccc21 (stereo unspecified)	-0.1	17	6	29	-4	1	2	14	-3	0.0	-14
CCCCCOc1ccc(CSC(=N)N)cc1[N+](=O)[O-]	-0.2	-121	-5	-4	-1	-2	38	107*	1	0.4	-52
Cn1nnnc1SCc1ccc(Cl)cc1	0.2	4	-8	.	-4	-1	-1	2	-1	-0.2	-24
Cc1no[n+]([O-])c1COc1ccccc1/C=N/n1nnnc1N	-1.3	16	11	-1	-4	5	-2	12	1	0.0	14
COc1cc(C(C[N+](=O)[O-])c2c(C)cc3ccccn23)ccc1O (stereo unspecified)	1.4	26	20	-8	-19	20	16	36	-2	0.2	-20
Cc1ccccc1OCC(O)Cn1c(NCc2ccccc2)nc2c1c(=O)[nH]c(=O)n2C (stereo unspecified)	1.3	16	-12	-9	-5	8	6	21	2	0.2	14
CN1CCc2nc(SCC(=O)Nc3ccc(OC(F)(F)F)cc3)c(C#N)c(-c3cccs3)c2C1	1.5	26	-12	3	-3	6	-2	0	3	0.0	1
COc1ccc(N2CCN(C(=O)COC(=O)CCOc3ccc(C)cc3)CC2)cc1	-0.4	15	4	2	-6	-3	9	-3	2	0.0	2
COC(=O)c1sc(NC(=O)CC(C)C)c(C(=O)OC)c1C	1.0	10	-15	-9	-6	-7	-2	10	-4	0.0	-17
COc1cc(NC(=O)NCC2CCN(Cc3ccccc3Cl)CC2)cc(OC)c1OC	0.1	0	4	0	-20	17	-7	1	-1	0.2	-9
CCCCOc1ccccc1NC(=O)C=C(C)C	-0.9	0	-3	.	-7	-8	6	7	2	0.1	-8
COc1cccc(N(CC(=O)Nc2cccc(C(C)=O)c2)S(C)(=O)=O)c1	1.5	8	-9	2	.	-9	2	4	0	-0.1	-18
COC(=O)c1ccc(CNC(=O)CCc2c[nH]c3ccccc23)cc1	0.5	21	2	6	-3	4	-18	-14	-3	0.0	-4
O=C(CCC(=O)c1ccc[nH]1)c1ccc(Cl)cc1	2.1	-212	-73	-1	-6	-3	2	-281	-2	0.0	-99
Cc1cc(C(=O)Nc2ccc(C)c(C)c2)n(-c2ccccc2)n1	1.8	-27	7	4	-4	0	-2	-3	-1	0.3	-38
Cc1ccc(Nc2nc(N)[nH]c(=O)c2N=O)cc1	-0.4	18	-5	1	-19	1	9	0	-7	-0.1	-7
COc1cc(NC(=S)NCCSc2ccc(C)cc2)cc(OC)c1	-1.4	5	-8	-2	-5	3	8	5	-1	-0.1	-21
O=C(Nc1cccc(C(=O)O)c1)/C(=C\c1ccccc1)NC(=O)c1ccco1	5.6	13	.	-1	10	-2	2	1	.	-0.2	5
Cc1ccc(Cc2nnc(SCC(=O)Nc3ccccc3Cl)[nH]c2=O)cc1	0.8	-9	-2	-7	-3	-3	-6	12	0	-0.3	6
CCCCC[C@@H](C)N1C[C@H](COCc2ccccc2)Oc2cc(N3CC[C@@H](N(C)C)C3)ccc2S1(=O)=O	-0.9	-3	.	.	-9	.	74*	.	.	2.3	-15

# Rewritten with two lines to a compound: 2 of the compounds above.
# Results follow in this order: hiPSC survival | HIF-2a inh | TRPM1 prom inh | Vif inh | CaV13 FRET inh | PDI turbidity | Granule exo inh | Peg3 prom inh | NR2E3 ag-2 | aDG glyco act | NR2E3 ag-1
O=C(Nc1cccc(C(=O)O)c1)/C(=C\c1ccccc1)NC(=O)c1ccco1
    5.6 | 13 | . | -1 | 10 | -2 | 2 | 1 | . | -0.2 | 5
Cc1ccc(Cc2nnc(SCC(=O)Nc3ccccc3Cl)[nH]c2=O)cc1
    0.8 | -9 | -2 | -7 | -3 | -3 | -6 | 12 | 0 | -0.3 | 6

# Single values from above:
# aDG glyco act, `CCCCOc1ccccc1NC(=O)C=C(C)C` → 0.1
# NR2E3 ag-2, `COC(=O)c1sc(NC(=O)CC(C)C)c(C(=O)OC)c1C` → -4

# Other entries follow:
molecule	hiPSC survival	HIF-2a inh	TRPM1 prom inh	Vif inh	CaV13 FRET inh	PDI turbidity	Granule exo inh	Peg3 prom inh	NR2E3 ag-2	aDG glyco act	NR2E3 ag-1
COCCNC(=S)N(CCCO)Cc1cc2cc3c(cc2[nH]c1=O)OCO3	-0.6	12	.	.	-7	-4	12	3	.	-0.5	12
CCOC(=O)C1Nc2c(cc(C(F)(F)F)cc2[N+](=O)[O-])C2c3ccccc3CC12 (stereo unspecified)	-2.7	8	-8	-5	-6	-2	76*	27	4	0.5	-31
CCCCNc1cnn(-c2ccccc2)c(=O)c1Cl	0.5	-128	-30	14	7	0	0	-110	2	0.2	-15
COc1cccc(NC(=O)CSc2nc3scc(C)c3c(=O)[nH]2)c1	-0.1	-12	.	27	-3	-7	4	7	3	-0.2	-14
O=C(/C=C/c1ccc[nH]1)c1ccc(F)cc1	1.0	-76	-31	2	-2	-7	0	-177	1	-0.1	-6
CCOC(=O)c1cccc(NC(=O)c2ccc(F)cc2F)c1	0.2	-230	-79	-5	-6	2	3	-370	1	0.3	-90
COc1ccc(NC(=S)NCCCN2CCCC2=O)c(OC)c1	-2.3	-1	5	-2	-8	-2	2	-11	-2	-0.1	6
CCOC(=O)Cn1cc(/C=N/NC(=O)c2cc3ccccc3o2)c2ccccc21	-0.1	-16	-8	1	-15	0	-9	-8	0	-0.1	-23
Cc1cc(-c2nn(-c3ccccc3F)cc2CN2CCCC(CO)C2)c(C)s1 (stereo unspecified)	0.5	5	-1	-2	-6	-2	10	10	4	-0.6	-16
O=C(CN1C(=O)CSC1=O)N1CCc2ccccc2C1	2.0	12	1	-3	-7	-3	1	17	1	0.2	-20
O=C(Nc1ccc(S(=O)(=O)N2CCCCC2)cc1)c1cnccn1	1.2	-1	-5	-3	-4	-2	1	7	3	0.1	-18
O=[N+]([O-])c1cccnc1Nc1ccc(Cl)cc1	-0.1	-53	.	-3	-6	-11	5	-37	.	-0.3	-20
CN(C)c1ccc(/C=N/N=C2/SC(CC(=O)O)C(=O)N2c2ccc(O)cc2)cc1 (stereo unspecified)	2.4	16	12	1	22	11	0	0	-8	-0.2	8
CCOc1nc(C)ccc1-c1noc(-c2cccnc2)n1	-0.6	-121	-32	-1	-2	-1	-2	-106	4	0.0	-26
CC(=O)Nc1cccc(/C(C)=N/NC(=O)c2ccc3c(c2)OCO3)c1	-3.1	-148	-17	2	-10	-2	-1	-120	-1	0.1	-133
COc1ccc(NS(=O)(=O)c2cccc(C(=O)NCc3cccnc3)c2)cc1	0.5	13	3	-4	-5	-8	-2	6	-1	0.0	1
CCCCOC(=O)c1ccc(NS(=O)(=O)c2cc(-c3nnnn3CC)ccc2OC)cc1	-0.7	10	5	.	.	11	-2	20	1	0.0	8
O=C(NCc1cc(Cl)cc(Cl)c1)c1ccc2nc([C@H]3C[C@H](O)[C@@H](CO)O3)[nH]c2c1	-1.5	7	.	-3	-3	2	-18	-15	.	-0.3	-6
CCC(C)n1c(SCC(=O)N(CC)c2c(N)n(Cc3ccccc3)c(=O)[nH]c2=O)nc2ccccc2c1=O (stereo unspecified)	-0.4	12	-8	15	-7	-1	-3	-15	.	-0.3	-26
Cc1ccccc1/C=C/C12NC(=O)CN1c1ccccc1C2(C)C (stereo unspecified)	0.0	-19	-9	1	-5	-4	-6	-8	3	0.0	-26
COc1ccc([N+](=O)[O-])cc1NC(=O)C(C)c1ccccc1 (stereo unspecified)	0.1	16	3	-8	-5	-5	0	22	-3	-0.1	-16
CC(C)(C)c1ccc(CC(=O)N2CCC2(C)C(=O)NS(=O)(=O)c2cccs2)cc1 (stereo unspecified)	1.9	5	.	11	-9	-3	0	6	.	0.1	-2
CC1CCCN(C(=O)COC(=O)C2=COCCO2)C1 (stereo unspecified)	-2.0	-77	-30	-1	-9	10	1	-60	.	-0.1	-28
Cn1c(C(=O)N2CCC(C(=O)NCc3ccccc3)CC2)cc2sccc21	1.5	5	6	0	-6	-8	0	9	-2	0.0	13
COc1cc2ncnc(NCCCN3CCOCC3)c2cc1OC	2.1	15	5	-2	3	5	-4	12	1	0.0	0
Cc1ccc(OCC(=O)N2CCCCCCC2)cc1	-0.4	-90	-7	-3	-21	9	-3	-47	-2	-0.1	-17
COc1cc(C(=O)N2CCN(C(=O)c3ccco3)CC2)cc(OC)c1OC	1.5	16	1	9	.	-7	-1	9	-3	-0.3	-29
Nc1ncnc(Nc2cc(C(F)(F)F)cc(C(F)(F)F)c2)n1	0.0	33	14	1	-2	6	-8	28	1	0.0	-13
CCCOC(=O)c1ccc(NC(=O)c2cc(OC)c(OC)c(OC)c2Br)cc1	0.3	11	9	-14	-6	14	0	27	2	2.3	-5
COc1ccc(NC(=O)CN2C(=O)c3cccc4cccc2c34)c(OC)c1	0.1	31	-7	-9	-5	-4	0	11	0	-0.1	0
Cc1cccc(NC(=O)CNC(=O)c2cn(Cc3ccccc3)nc2-c2cccnc2)c1C	0.6	7	5	4	-3	-2	-1	0	1	-0.3	18
CCOc1ccc(Br)cc1S(=O)(=O)NCCN1CCCC1	-0.5	10	-12	-3	-21	-1	10	3	2	-0.1	-4
CC(NC(=O)c1cccc(S(=O)(=O)N2CCN(C)CC2)c1)C1CC2CCC1C2 (stereo unspecified)	-0.9	-2	2	-1	-2	10	-1	-16	-1	0.2	1
COCCC(=O)N1CCCC(CCC(=O)NCc2ccc(F)c(F)c2)C1 (stereo unspecified)	2.6	-38	-3	-8	-6	-5	-2	-31	-3	-0.3	-4
Cc1cccc(OCc2nnc(N)s2)c1C	-1.5	-29	-8	8	.	19	-3	-44	3	0.0	-9
Cc1oc2ccc(NS(=O)(=O)c3ccccc3)cc2c1C(=O)Nc1ccccc1	9.9	19	-3	4	-2	8	-3	14	2	0.0	-3
Cc1cccc(CC(C)NC(=O)CCc2nnc(-c3ccccc3)o2)n1 (stereo unspecified)	-0.6	-23	3	4	7	-5	-1	-14	-2	-0.2	-11
Cc1nc(S(=O)(=O)c2ccc(Cl)cc2Cl)nc2c1CCC2	5.1	15	3	2	.	0	-2	16	3	0.0	-2
O=C(NC1CCC(O)CC1)c1cccc2cccnc12 (stereo unspecified)	-0.3	5	10	3	-7	-5	-6	-2	3	-0.1	-8
